Compound activity from PubChem.
APOBEC3A inh: human APOBEC3A DNA deaminase inhibition | P31941 | recombinant A3A, FAM/TAMRA ssDNA deamination fluorescence | inhibition, % at 20 µM | actives 0.41% (n = 330,000) | AID 493011;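 active means at least 40% inhibition at 20 µM here, with at most 30% in a related deaminase screen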;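 further: plate controls were A3A with DMSO for no effect and wells lacking A3A enzyme for full effect; some results filed as inactive read as strong as hits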
Target sequence (P31941 whole entry, looked up): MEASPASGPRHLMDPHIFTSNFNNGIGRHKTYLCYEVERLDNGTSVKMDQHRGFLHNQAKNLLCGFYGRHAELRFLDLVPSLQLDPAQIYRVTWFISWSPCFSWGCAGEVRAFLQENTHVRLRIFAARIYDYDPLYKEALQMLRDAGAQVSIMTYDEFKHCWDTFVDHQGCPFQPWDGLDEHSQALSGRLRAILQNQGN
mIAP activ: mouse IAP activation; muIAP, CDP-Star luminescence, 30 min; hits give high values; 1 = vehicle-only enzyme signal, 0 = enzyme-free wells; activation factor at 10 µM; actives 0.24% (n = 330,000); AID 2805;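 active means activation factor of at least 2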; further: the source names both 10 and 20 µM as test concentration; values of inactives mirror those of a sister screen read the other way
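Assay system: mouse IAP enzyme; Reagent: CDP-Star chemiluminescent phosphatase substrate; Compound: DMSO-dissolved test compounds; Incubation: 30 min, room temperature; Technique: luminescence from enzymatic CDP-Star hydrolysis; Controls: DMSO-only wells and no-enzyme negative control.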
hIAP inh: human IAP inhibition. P09923. purified IAP, CDP-Star luminescence, 30 min. inhibition, % at 10 µM. actives 0.12% (n = 330,000). AID 2544;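 active means inhibition reaching a set limit with compound at 10 µM in the primary screen, cut at about 35% in these data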;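 further: plate controls were DMSO wells with enzyme for no effect and no-enzyme buffer wells for full effect; values of inactives mirror those of a sister screen read the other way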
A3G deaminase: blocks human APOBEC3G single-stranded DNA deamination; Q9HC16; recombinant A3G, ssDNA deamination FAM/TAMRA fluorescence; inhibition, % at 20 µM; actives 0.28% (n = 330,000);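 active means inhibition of at least 40% at 20 µM, with no more than 30% in the related APOBEC3A deaminase screen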;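 further: plate controls were DMSO wells with A3G for no effect and wells lacking A3G enzyme for full effect; some compounds called inactive have numbers as strong as hits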
Target sequence (Q9HC16 whole entry, looked up): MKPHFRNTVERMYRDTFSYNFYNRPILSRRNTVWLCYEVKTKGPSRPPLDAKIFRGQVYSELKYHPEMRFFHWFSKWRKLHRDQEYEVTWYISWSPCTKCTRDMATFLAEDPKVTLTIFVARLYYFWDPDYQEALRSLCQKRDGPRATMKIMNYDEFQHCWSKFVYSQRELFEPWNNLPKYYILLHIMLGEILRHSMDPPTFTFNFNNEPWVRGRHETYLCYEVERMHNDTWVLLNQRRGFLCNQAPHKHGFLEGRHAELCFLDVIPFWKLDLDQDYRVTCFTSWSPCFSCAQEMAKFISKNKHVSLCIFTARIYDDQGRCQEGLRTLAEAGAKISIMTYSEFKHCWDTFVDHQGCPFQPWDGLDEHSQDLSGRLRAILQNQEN
MIN6 prolif: induces beta-cell replication in MIN6 cells; MIN6 cells proliferation, ATPlite luminescence, 48 h; cells starved in 0.2% serum; 100% = growth in 10% serum; proliferation, % at 10 µM; actives 0.29% (n = 330,000);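 active means compounds whose signal lies at least 3.5 SD above the mean of all wells on their plate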;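 further: 0% = DMSO-treated cells in low-serum medium and 100% = 10% serum control; some compounds called inactive have numbers as strong as hits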
MPTP block: inhibitors of mitochondrial permeability transition pore | isolated mouse mitochondria, Ca2+ swelling absorbance, 30 min | inhibition, % at 10 µM | actives 1.4% (n = 360,000) | AID 602449;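 active means inhibition of 50% or more, scaled per plate between neutral and stimulator controls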;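 further: 0% = DMSO wells given calcium and 100% = 1 mM EGTA wells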
GRIN3A LBD mod: modulators (binders) of human NR3A ligand-binding domain. NR3A LBD differential scanning fluorimetry, Tm shift; 0% = protein alone, 100% = glycine-bound protein. Tm shift relative to glycine control, % at 25 µM. actives 2.5% (n = 340,000). AID 1259313;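 active means melting temperature shift of at least 10% of the positive control shift, at one fixed dose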
hIAP act: increases human intestinal alkaline phosphatase activity; actives 0.16% (n = 330,000); purified human IAP, CDP-Star luminescence, 30 min; hits give high values; 1 = vehicle-only enzyme, 0 = enzyme-free background; activation factor at 10 µM; P09923;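 active means activation factor of the enzyme at least 2-fold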; further: the source names both 10 and 20 µM as test concentration; values of inactives mirror those of a sister screen read the other way
mIAP block: mouse IAP inhibition. actives 0.2% (n = 330,000). purified mouse IAP, CDP-Star luminescence, 30 min. inhibition, % at 10 µM;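 active means inhibition of at least 40% at 10 µM in the primary screen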;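 further: plate controls were DMSO with enzyme for no effect and no enzyme wells for full effect; values of inactives mirror those of a sister screen read the other way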
Numbers without * were called inactive.

SMILES | APOBEC3A inh | mIAP activ | hIAP inh | A3G deaminase | MIN6 prolif | MPTP block | GRIN3A LBD mod | hIAP act | mIAP block
CC1=CC(C)(C)N2C(=O)C3(NCCc4c3[nH]c3ccccc43)c3cc(C)cc1c32 (stereo unspecified) | -6 | 1.1 | -5 | -9 | -5 | 2.9 | -2 | 1.1 | -10
O=C(Cc1ccccc1F)NCC1(N2CCOCC2)CCCCC1 | -5 | 1 | -7 | -3 | -3 | 1.0 | 0 | 1.1 | 0
Cc1cccc(N2CCN(C(=O)C3CCN(S(=O)(=O)N4CCOCC4)CC3)CC2)c1C | 1 | 1.2 | -25 | 0 | 1 | 3.0 | -1 | 1.2 | -18
Cc1cc2ncn(C(=O)N3CCC(C)CC3)c2cc1C | -1 | 1 | 2 | -3 | 2 | -1.5 | 1 | 0.98 | 0
CC(=O)c1sc(NC(=O)CN2C(=O)C3CC=CCC3C2=O)nc1-c1ccccc1 (stereo unspecified) | 0 | 0.97 | -3 | -7 | -2 | 0.1 | -1 | 1 | 3
Cc1ccc(S(=O)(=O)CCC(=O)OCC(=O)c2c(N)n(CC(C)C)c(=O)n(C)c2=O)cc1 | -2 | 1.1 | -21 | -8 | -5 | -0.9 | 2 | 1.2 | -5
CCn1c(CNC(=O)c2ccccc2F)nnc1SCCOc1ccccc1 | -10 | 1.1 | -9 | -7 | -2 | 0.9 | -15 | 1.1 | -9
Cc1cc(OCC(=O)N(C)c2ccccc2)cc2c1C(=O)CC(C)(C)O2 | 2 | 0.95 | -10 | 59* | 0 | 3.0 | 0 | 1.1 | 4
Cc1ccccc1CSCCNC(=O)c1ccc(N(C)S(=O)(=O)c2ccccc2)cc1 | 0 | 1.1 | -5 | -3 | -5 | 14 | -8 | 1 | -10
CNS(=O)(=O)c1cccc(C(=O)OCC(=O)c2c(N)n(C)c(=O)n(C)c2=O)c1 | 8 | 1.1 | 14 | 4 | -2 | 1.9 | 1 | 0.86 | -14
Cc1cc(C)cc(NS(=O)(=O)c2ccc(-c3cnc(C4CC4)o3)cc2)c1 | -1 | 0.93 | 12 | -3 | -8 | 2.1 | 5 | 0.88 | 7
COc1ccc(S(=O)(=O)Cc2ccc(C(=O)NCCc3ccc(S(N)(=O)=O)cc3)o2)cc1 | 0 | 1 | 16 | -4 | -4 | -1.0 | 0 | 0.84 | -3
Cc1cc(OCC(=O)N2CCOCC2)ccc1NC(=O)c1ccccc1C | 2 | 1 | 15 | 3 | -4 | -1.5 | 5 | 0.85 | -4
NC(=O)NC(=O)CC1S/C(=N/N=C2/NC(=O)CS2)NC1=O (stereo unspecified) | -3 | 0.97 | -6 | -7 | -1 | 0.8 | 1 | 1.1 | 3
CC(C)(C)NC(=O)NC(=O)CSc1nnc2ccccn12 | -4 | 0.95 | 3 | -6 | -4 | -7.0 | 1 | 0.97 | 5
CC(Sc1cnccn1)C(=O)O (stereo unspecified) | -4 | 1 | 9 | -8 | -2 | -2.5 | -1 | 0.91 | 0
CCOC(=O)CSC1=N/C(=C\c2cccnc2)C(=O)N1c1ccc(OC)cc1 | 0 | 1 | 1 | -5 | -2 | 2.5 | -4 | 0.99 | -4
O=C(NCC1CCCO1)c1ccc(COc2ccccc2Br)cc1 (stereo unspecified) | -6 | 1.1 | -6 | -5 | -2 | -11 | -5 | 1.1 | -7
COc1ccc(/C=N/Nc2cc(C)nc(NS(=O)(=O)c3ccc(C)cc3)n2)cc1 | 1 | 0.91 | 2 | -1 | -1 | 5.2 | 0 | 0.98 | 10
COc1cc(OC)c2c(c1)C(=O)c1cc(OC)cc(OC)c1C2=O | 5 | 1 | 5 | 0 | -2 | -0.1 | 0 | 0.95 | 0
O=S(=O)(c1ccc2nc(-c3ccccc3)[nH]c2c1)N1CCN(c2cccc(Cl)c2)CC1 | 4 | 0.93 | 4 | 4 | 0 | 42 | 17* | 0.96 | 7
CCOC(=O)N1CCN(C(=O)CCS(=O)(=O)c2ccc3c(c2)CCN3C(=O)CC)CC1 | 2 | 1 | 13 | 2 | 2 | 0.4 | -2 | 0.87 | -4
Cc1nc2scc(-c3cccs3)c2c(=O)n1-n1cccc1 | -2 | 0.99 | 6 | -3 | 0 | -4.5 | 0 | 0.94 | 1
CN=C(Nc1cc(C)nn1CCC#N)c1ccccc1F | -1 | 1 | -7 | 7 | -3 | 0.3 | 1 | 1.1 | -3
COc1cc(/C=N/NC(=O)c2cncc(Br)c2)cc([N+](=O)[O-])c1O | 6 | 0.74 | 2 | -1 | -3 | 3.9 | -5 | 0.98 | 26
O=C(CN1CCCN(S(=O)(=O)c2ccc(Br)s2)CC1)Nc1ccc(Cl)cc1 | 6 | 1 | -18 | -1 | -5 | 1.1 | -14 | 1.2 | -1
COc1ccc(/C(O)=C2/C(=O)C(=O)N(CCCN(C)C)C2c2cccc(Cl)c2)cc1OC (stereo unspecified) | -3 | 1 | -15 | -5 | 0 | 1.4 | 0 | 1.2 | 0
CNC(=O)c1c(NC(=O)c2ccc(N3C(=O)CCC3=O)cc2)sc2c1CCC(C)C2 (stereo unspecified) | 2 | 1 | 15 | 2 | 0 | -2.1 | -1 | 0.85 | -1
CCC(=O)Nc1sc2c(c1C#N)CCC2 | 1 | 1 | -3 | -4 | 2 | 0.7 | 1 | 1 | -1
CCN(C(=O)c1ccccc1)c1ccc([N+](=O)[O-])cc1 | -3 | 0.77 | 17 | -2 | 0 | 12 | -9 | 0.83 | 23
COc1ccccc1Nc1nnc(SCC2CCCCO2)s1 (stereo unspecified) | -4 | 0.92 | 7 | -11 | -6 | 2.5 | 1 | 0.93 | 8
COc1ccccc1N(C(=O)c1cncc(Br)c1)c1nc(-c2ccc(C)cc2)cs1 | 2 | 0.91 | 4 | 1 | -3 | 0.8 | -6 | 0.95 | 9
c1coc(-c2nnc(NC3=NCCC3)o2)c1 | 0 | 1 | -1 | -4 | 0 | -0.6 | 0 | 1 | 0
COc1ccc(OCc2cc(C(=O)NCCc3ccccc3)no2)c(Cl)c1 | -4 | 1 | -5 | -4 | 0 | -0.8 | -18 | 1 | -2
O=C(CN1CCN(c2ccc(O)cc2)CC1)Nc1cc([N+](=O)[O-])ccc1Cl | 4 | 0.91 | 14 | 16 | -3 | -0.8 | -3 | 0.86 | 9
CCN(CC)S(=O)(=O)c1ccc(OC)c(N)c1 | -6 | 1.1 | -5 | -9 | -2 | -3.9 | 0 | 1.1 | -15
Cc1nc2sccn2c(=O)c1CCN1CCC(=C(c2ccc(F)cc2)c2ccc(F)cc2)CC1 | 2 | 0.87 | 12 | 1 | -8 | -2.5 | -6 | 0.88 | 13
Cc1cc(C)n(-c2nc3nonc3nc2Nc2cccc(C)c2C)n1 | -2 | 0.94 | 10 | -3 | -1 | 0.0 | 4 | 0.9 | 6
O=C(Cn1cnc([N+](=O)[O-])c1)c1ccc(F)cc1 | -6 | 1.1 | -11 | -8 | 5 | -1.6 | -1 | 1.1 | -10
O=C(Cn1ncn2c(cc3ccccc32)c1=O)NCc1ccco1 | -1 | 1.1 | 5 | -6 | -3 | 4.6 | -4 | 0.95 | -6
Cc1cc(C(=O)N/N=C/c2cn(C)nc2C)c2ccccc2n1 | -2 | 1 | 8 | -4 | 5 | -2.2 | 2 | 0.92 | -3
O=C(CNCc1cccc(Cl)c1)N1CCc2ccccc2C1 | -1 | 1.1 | -12 | -5 | 0 | -0.2 | -1 | 1.1 | -5
Clc1ccc(-c2nc3ccccc3[nH]2)cn1 | 4 | 0.89 | 22 | -3 | -2 | 1.1 | -5 | 0.78 | 12
COc1cccc(CN2CC(C(=O)NCCc3ccccc3C(F)(F)F)CCC2=O)c1 (stereo unspecified) | -3 | 0.93 | -20 | -5 | 1 | -0.6 | -1 | 1.2 | 7
CCN(C(=O)CSc1ccc(S(=O)(=O)N2CCOCC2)cn1)c1ccccc1 | -3 | 1.1 | -24 | 1 | -5 | -1.2 | 0 | 1.2 | -15

Continued; the last 5 above are carried over.
SMILES | APOBEC3A inh | mIAP activ | hIAP inh | A3G deaminase | MIN6 prolif | MPTP block | GRIN3A LBD mod | hIAP act | mIAP block
Cc1cc(C(=O)N/N=C/c2cn(C)nc2C)c2ccccc2n1 | -2 | 1 | 8 | -4 | 5 | -2.2 | 2 | 0.92 | -3
O=C(CNCc1cccc(Cl)c1)N1CCc2ccccc2C1 | -1 | 1.1 | -12 | -5 | 0 | -0.2 | -1 | 1.1 | -5
Clc1ccc(-c2nc3ccccc3[nH]2)cn1 | 4 | 0.89 | 22 | -3 | -2 | 1.1 | -5 | 0.78 | 12
COc1cccc(CN2CC(C(=O)NCCc3ccccc3C(F)(F)F)CCC2=O)c1 (stereo unspecified) | -3 | 0.93 | -20 | -5 | 1 | -0.6 | -1 | 1.2 | 7
CCN(C(=O)CSc1ccc(S(=O)(=O)N2CCOCC2)cn1)c1ccccc1 | -3 | 1.1 | -24 | 1 | -5 | -1.2 | 0 | 1.2 | -15
CCC1(C(=O)OC)NC(c2ccco2)C2C(=O)N(c3ccc(F)cc3)C(=O)C21 (stereo unspecified) | 3 | 1 | -11 | 0 | -2 | -0.3 | -1 | 1.1 | -3
Cc1ccc(C)c(NC(=O)CSc2ncnc3nc[nH]c23)c1 | 47* | 0.95 | 22 | 5 | 0 | 1.3 | -14 | 0.79 | 5
COC(=O)c1cn(NC(=O)Cn2nc([N+](=O)[O-])c(Br)c2C)c(=O)c2ccccc12 | -4 | 1.1 | -5 | -7 | -2 | 0.9 | -6 | 1 | -7
CC(=O)Nc1ccc(NC(=O)c2cccc(Oc3ccccc3)c2)cc1 | 1 | 1 | -13 | -8 | -3 | -1.5 | 3 | 1.1 | -1
COc1ccc(CNC(=O)Cn2cc(C(F)(F)F)ccc2=O)cc1 | 1 | 1.2 | -12 | -4 | 1 | 0.9 | -1 | 1.1 | -16
Cc1ccc(NC(=O)CCCCCN2C(=O)[C@@H]3Cc4ccccc4CN3C2=O)c(Cl)c1 | -3 | 1.2 | -24 | -8 | 2 | 0.1 | -13 | 1.2 | -21
COc1cccc(NC2C=CS(=O)(=O)C2)c1 (stereo unspecified) | -2 | 0.91 | 5 | -2 | -1 | -0.5 | 0 | 0.95 | 9
Cc1ccc(-c2c(C(=O)N/N=C/c3ccc4c(c3)OCO4)nnn2-c2nonc2N)cc1 | -3 | 0.94 | 16 | -5 | 2 | -1.1 | 1 | 0.84 | 6
Cc1cccc2cc(CN(Cc3ccco3)C(c3nnnn3CCc3ccccc3)C(C)C)c(=O)[nH]c12 (stereo unspecified) | -1 | 0.99 | 1 | -6 | -3 | 1.1 | -2 | 0.99 | 1
COC(=O)c1nnn(-c2nonc2N)c1CSc1nc2ccccc2s1 | -4 | 0.95 | 10 | -5 | 1 | -0.2 | -1 | 0.9 | 5
COc1ccc(-c2nsc3c(N4CCN(S(=O)(=O)c5ccccc5F)CC4)ncnc23)cc1 | -2 | 0.99 | -1 | -9 | -1 | 2.4 | -1 | 1 | 0
c1ccc(CN2CCN(c3nc(-c4ccccn4)nc4ccccc34)CC2)cc1 | -2 | 0.91 | -26 | -9 | -4 | -1.4 | 1 | 1.3 | 9
COc1ccc(C2C(C#N)=C(N)Oc3cc(O)ccc32)cc1Cl (stereo unspecified) | -1 | 1.1 | 15 | -8 | -1 | 1.3 | -6 | 0.85 | -8
